Screening results (PubChem)
CDK5 inh: CDK5/p35 (human) kinase inhibition | 330,000 tested, 0.01% active | inhibition, % at 10 µM | Q00535+Q15078 | Recombinant CDK5/p35, ADP-Glo luminescence, 60 min;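 active = highest replicate inhibition of at least 50% and at least 75% of replicates reaching 50%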;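 note: plate controls were DMSO neutral control for no effect and GW8510 at 10 µM for full effect; many of its hits are not listed in these tables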
MITF TRPM1 HTS: MITF TRPM1 promoter activation in melanoma cells; 300,000 tested, 0.75% active; SK-MEL-5 TRPM1-promoter luciferase, 24 h; % of positive control, neutral wells = 0; AID 588334; activation, % at 12.5 µM;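 active = mean activation of at least 80% with every replicate also reaching 80%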;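 note: 0% = neutral control wells and 100% = parthenolide positive control wells; values of inactives mirror those of a sister screen read the other way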
SR-BI uptake up: SR-BI HDL lipid transfer activation. CHO ldlA[mSR-BI] cells, DiI-HDL uptake fluorescence, 3 h; 100 = double the neutral-control signal. 320,000 tested, 0.096% active. AID 504775. activation, % at 12.5 µM;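 active = mean replicate activation of at least 60% and every replicate at or above 60%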;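 note: 0% = median plate neutral-control signal and 100% = twice that signal; values of inactives mirror those of a sister screen read the other way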
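Assay system: CHO ldlA[mSR-BI] cells, LDL receptor-null, SR-BI overexpressing; medium: Ham's F12 with 0.5% BSA, HEPES 25 mM, pH 7.4; also added: DiI-HDL 10 µg/mL; timing: 3 h uptake period with compound, 37 °C; signal: DiI fluorescence, bottom read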
SR-BI HDL uptake: mouse SR-BI HDL lipid transfer inhibition | ldlA[mSR-BI] CHO cells, DiI-HDL uptake fluorescence, 3 h | inhibition, % at 12.5 µM | 320,000 tested, 0.96% active | AID 488896;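 active = mean replicate inhibition of at least 70% and a set share of replicates each scoring 70 or more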;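 note: 0% = median of neutral control wells and 100% = median of positive control wells; values of inactives mirror those of a sister screen read the other way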
DSG3 Ab inh: blocks pemphigus antibody binding to human desmoglein-3; P32926; DSG3-coupled beads, scFv-anti-DSG3-GFP binding, flow cytometry; stronger effect = lower value; binding (percent of control), % at 10 µM; 310,000 tested, 0.48% active; AID 588358;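 active = binding more than 3 SD below its plate's average and above zero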;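 note: hits lower antibody fragment binding to DSG3; some compounds called inactive have numbers as strong as hits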
NSD2 inh: blocks human histone methyltransferase NSD2; NSD2 peptide methylation, AlphaScreen, 120 min; inhibition, % at 12.5 µM; 310,000 tested, 0.54% active; AID 743445; in the data active = inhibition above about 50%
Target sequence (O96028 whole entry, looked up): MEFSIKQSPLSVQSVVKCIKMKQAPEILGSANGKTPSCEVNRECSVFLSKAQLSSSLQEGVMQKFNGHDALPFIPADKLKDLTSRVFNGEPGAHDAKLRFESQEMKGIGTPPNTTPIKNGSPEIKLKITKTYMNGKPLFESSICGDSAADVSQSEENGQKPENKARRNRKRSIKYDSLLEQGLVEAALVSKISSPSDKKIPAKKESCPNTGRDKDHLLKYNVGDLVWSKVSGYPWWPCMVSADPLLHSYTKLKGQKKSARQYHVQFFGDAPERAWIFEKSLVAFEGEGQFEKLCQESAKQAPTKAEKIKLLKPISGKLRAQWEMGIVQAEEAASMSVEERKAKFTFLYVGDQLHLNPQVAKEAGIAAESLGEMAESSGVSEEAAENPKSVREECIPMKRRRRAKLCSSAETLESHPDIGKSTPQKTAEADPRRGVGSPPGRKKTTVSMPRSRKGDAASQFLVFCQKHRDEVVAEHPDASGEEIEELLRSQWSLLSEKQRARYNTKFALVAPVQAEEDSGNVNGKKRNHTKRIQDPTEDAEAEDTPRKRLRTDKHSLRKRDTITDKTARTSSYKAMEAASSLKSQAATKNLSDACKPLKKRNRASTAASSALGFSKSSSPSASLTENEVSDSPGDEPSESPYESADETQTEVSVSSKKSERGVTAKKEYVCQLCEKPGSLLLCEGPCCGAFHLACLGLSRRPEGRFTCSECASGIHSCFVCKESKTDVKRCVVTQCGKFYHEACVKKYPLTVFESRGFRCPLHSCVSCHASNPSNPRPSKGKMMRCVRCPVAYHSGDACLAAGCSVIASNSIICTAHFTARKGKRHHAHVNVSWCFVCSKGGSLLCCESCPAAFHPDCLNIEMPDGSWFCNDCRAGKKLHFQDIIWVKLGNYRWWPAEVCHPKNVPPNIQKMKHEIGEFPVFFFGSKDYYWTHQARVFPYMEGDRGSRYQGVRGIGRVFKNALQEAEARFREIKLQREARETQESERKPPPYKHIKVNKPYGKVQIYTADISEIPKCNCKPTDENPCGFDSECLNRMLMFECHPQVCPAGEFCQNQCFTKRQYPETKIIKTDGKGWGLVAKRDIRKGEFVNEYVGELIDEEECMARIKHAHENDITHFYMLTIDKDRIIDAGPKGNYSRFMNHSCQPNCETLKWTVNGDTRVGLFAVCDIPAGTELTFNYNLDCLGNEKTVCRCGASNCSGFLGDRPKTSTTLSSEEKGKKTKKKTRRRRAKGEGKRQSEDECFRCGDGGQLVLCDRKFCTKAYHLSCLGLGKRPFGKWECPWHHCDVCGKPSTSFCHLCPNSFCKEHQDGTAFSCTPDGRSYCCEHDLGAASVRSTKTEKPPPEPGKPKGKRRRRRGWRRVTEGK
SUMO Mot1 rescue: blocks SUMOylation pathway, rescuing yeast Mot1-301 growth | growth rescue, % at 18.8 µM | S. cerevisiae Mot1-301 growth rescue, ATP luminescence, 38.5C; percent above DMSO median, 100 means doubled | AID 2716 | 320,000 tested, 1% active;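 active = every valid replicate shows activation above 250% relative to neutral control wells; inactive = the rest, any valid replicate at or below 250%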;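 note: OY570 slx delta 5 strain wells were the positive control but not used for scaling; some compounds called inactive have numbers as strong as hits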
PKA-R1A act: PKA-R1A complex activation; P00514+P68181; 340,000 tested, 0.083% active; PKA-R1A dissociation, Cy5-IP20 fluorescence polarization; scaled: DMSO 0%, 113 µM cGMP 100%; activation, % at 11.4 µM;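 active = percent activation above the mean of all tested compounds plus 3 SD, cut at about 19% in these data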;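 note: higher means more PKAc released from R1A so a rise in polarization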
PKA-R2B act: PKA-R2B complex activation; PKA-R2B holoenzyme dissociation, Cy5-IP20 fluorescence polarization; R2B truncated from residue 108, S112A mutant; 0% DMSO only, 100% 113 µM cGMP; activation, % at 11.4 µM; 340,000 tested, 0.079% active; AID 504700;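 active = activation above a cutoff set at the mean over all compounds plus 3 SD, cut at about 18% in these data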;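 note: higher means more holoenzyme dissociation and a rise in polarization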
Arrestin-AP2 inh: inhibitors of human beta-arrestin and AP2 interaction; 340,000 tested, 0.31% active; inhibition, % at 10 µM; FITC-arrestin peptide / GST-AP2 beads, flow cytometry; AP2 beta2 appendage carries R879A mutation;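 active = inhibition above a set limit, near 3 SD of compounds lacking own fluorescence, cut at about 54% in these data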;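 note: plate controls were DMSO wells for no effect and 5 µM unlabelled arrestin peptide for full effect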
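System: GST-AP2 R879A glutathione beads | Also added: FITC-arrestin peptide, 50 nM | Times: 12 min plus 1 h, RT | Signal: Bead flow cytometry, FITC channel | Buffer or medium: PBS with 0.05% Tween 20 and 0.1% BSA | Read-out basis: Percent drop in bead-associated FITC signal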
dFosB act: mouse delta FosB homodimer activation. purified delta FosB, TAMRA-CDK5 oligo fluorescence polarization; percent of positive-control signal above neutral wells. activation, % at 25 µM. 340,000 tested, 0.99% active;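 active = mean activation above about 17%, with every replicate also reaching it, limit read from the data, passing the limit was not always enough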;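 note: fluorescence polarization rise as delta FosB binds a TAMRA Cdk5 AP-1 oligo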
The depositor's hits bear a star; i = inactive; . = no result given. Compounds as they come, and some 4.7% of all compounds hit somewhere here.

DSG3 Ab inh,CDK5 inh,PKA-R2B act,SR-BI uptake up,SR-BI HDL uptake,PKA-R1A act,MITF TRPM1 HTS,SUMO Mot1 rescue,Arrestin-AP2 inh,dFosB act,NSD2 inh,SMILES
99,-0.8,1,10,-10,4,2,7,23,0,-1,CC(C)CN(C(=O)COC(=O)c1ccc2c(c1)OCCO2)c1c(N)n(Cc2ccccc2)c(=O)[nH]c1=O
114,-2.5,-8,3,-3,-3,19,31,-1,-1,-6,S=C(NCCc1ccccc1)N1CCc2ccccc2C1
.,1.1,-5,-27,27,5,8,-4,-28,1,0,CCOC(=O)c1c(C)nc2c(c1-c1ccc(Cl)cc1)C(=O)CC(C)(C)C2
110,-2.0,-3,5,-5,5,-2,-7,-8,6,-1,Cc1nnc(SCC(=O)NCc2ccco2)n1Cc1ccccc1
105,0.0,-7,8,-8,-5,-8,140,2,-8,12,Cc1cccc(CN2C(=O)NC(c3ccccc3)(c3ccccc3)C2=O)c1
121,1.5,-8,19,-19,0,.,4,-1,-4,2,COc1ccc(-n2c(COc3cccc(C)c3)n[nH]c2=S)cc1
99,0.4,-8,10,-10,-2,10,221,13,-2,0,COc1ccc(CNC(=O)CN(C)S(=O)(=O)c2ccc3c(c2)n(C)c(=O)c(=O)n3C)cc1
101,0.4,1,-25,25,-1,10,2,4,-10,1,C/C=C/c1ccc(OCCOCCOc2cccc3cccnc23)c(OC)c1
583,-4.8,-4,1,-1,-10,-1,.,-22,-5,-1,Cc1ccc(NC(=O)[C@@H]2CCCN2C(=O)c2cccs2)cc1S(=O)(=O)N1CCCCC1
97,0.2,-2,7,-7,-4,-3,9,-8,-1,0,CS(=O)(=O)c1ccc(Cl)c(C(=O)NC2CCSc3ccccc32)c1 (configuration not stated)
102,0.9,-2,-26,26,6,3,4,-4,4,-4,O=C(Nc1ccccc1)N1N=C(c2ccc(F)cc2)CC1c1ccc(F)cc1 (configuration not stated)
106,0.1,-15,-15,15,9,-12,366,-12,8,-4,CCCn1c(SCC(=O)c2ccc3c(c2)NC(=O)CO3)nc2ccccc21
109,-1.9,-13,-11,11,-2,0,-17,-6,-4,6,COCCn1c(C)cc(C(=O)CSc2nnnn2C2CCCC2)c1C
112,0.4,4,-63,63,-1,0,7,37,-7,.,Cc1ccc(NC(=O)c2cc(S(=O)(=O)N3CCOCC3)cs2)cc1
97,0.9,-2,20,-20,4,.,-20,11,-4,-3,CCNS(=O)(=O)c1ccc(C)c(-n2cnnn2)c1C
.,1.9,-9,-14,14,2,-5,-9,-1,-3,-2,COc1ccc(C2(O)CC3CCC(C2)N3c2nc(C)cc(C)c2C#N)cc1 (configuration not stated)
107,1.0,-5,-12,12,-7,12,-10,7,3,-3,CC(=O)Nc1ccc(/C=C2/Sc3ccccc3C2=O)cc1
106,1.6,-7,11,-11,9,8,-20,18,-6,.,CC(C)(C)NC(=O)c1cccnc1Sc1ccccc1
.,-0.8,0,22,-22,11,-4,-2,12,2,-4,CCOc1ccc(CNS(=O)(=O)c2c(C)nc3scc(C)n3c2=O)cc1OC
106,0.7,-12,-49,49,-3,-11,-14,-8,-7,-1,COc1cc2ccccc2cc1C(=O)Nc1ccccc1N1CCCC1
101,0.8,3,30,-30,-3,2,11,1,-2,3,CC1=C(C(=O)N(C)C)C(c2cccs2)NC(=O)N1 (configuration not stated)
98,-1.0,0,.,.,-7,-74,6,11,-5,1,COc1ccc2c(C(=O)CCl)c[nH]c2c1
100,-1.3,-8,6,-6,5,-13,.,-4,0,1,Cc1[nH]nc2c1C(C(C)C)C(C#N)=C(N)O2 (configuration not stated)
132,3.1,-4,1,-1,2,-12,-5,-1,1,7,COc1ccc(-c2[nH]ncc2CN2CCN(Cc3cccs3)CC2)c(F)c1
105,1.0,1,-84,84*,6,2,.,0,3,0,Oc1c(Cl)cc(Cl)cc1C1=NNC(c2ccc(Cl)cc2)C1 (configuration not stated)
101,3.3,-1,2,-2,-4,-4,-15,-7,-4,.,CCOC(=O)CC[C@H](NC(=O)Cn1cnc2c(SC)nc(N)nc21)C(=O)OCC
94,0.3,-1,-1,1,-5,-4,1,9,-13,.,Cc1nc(Nc2ccc(Br)cc2Br)c([N+](=O)[O-])c(=O)[nH]1
102,1.6,-16,-47,47,2,-3,-10,5,-12,-2,COc1ccc(-c2cc(C(F)(F)F)nc(NCc3cccnc3)n2)cc1
104,1.5,-2,-59,59,-21,11,105,7,-5,20,COc1ccccc1N1CCN(/N=C/C=C\c2ccccc2[N+](=O)[O-])CC1
102,-3.3,4,18,-18,-17,-9,84,4,0,-3,CC(N=C1NC(C)(C)Cc2ccccc21)C(=O)O (configuration not stated)
.,2.0,-11,20,-20,-4,48,-7,-1,-6,4,CCOC(=O)CCCn1ncn2c(cc3occc32)c1=O
122,-1.4,-3,-48,48,-8,7,-8,8,9,8,COCCNC(=S)Nc1ccc2nc(N3CCCC3)cc(C)c2c1
105,1.7,-2,-2,2,2,.,8,-3,2,7,CCCCNCc1ccc(OCc2ccc(Cl)nc2)c(OC)c1
120,-5.4,-4,.,.,3,-5,3,-12,-5,3,Cc1ccc(S(=O)(=O)N(CC(=O)Nc2cccnc2)c2ccccc2C)cc1
104,-0.9,-3,14,-14,1,-6,5,12,-1,3,Cc1cc(C)nc(/N=C2\NC(=O)CC(C(=O)O)N2c2ccc(C)c(C)c2)n1 (configuration not stated)
109,-1.0,-5,1,-1,-7,.,-24,11,0,.,Cc1ccc(C)c(N2CCN(C(=O)c3cn(C)c4ccc(S(=O)(=O)N(C)C)cc4c3=O)CC2)c1
99,1.4,-4,-6,6,-10,-3,-3,9,-5,-2,O=C(NC1CCCC1)c1ccc(Cl)c(S(=O)(=O)N2CCOCC2)c1
80,0.5,-6,-4,4,-2,1,7,10,-5,9,CCN1CC(=O)Nc2cc(S(=O)(=O)N3CCOCC3)ccc21
103,0.4,-2,-11,11,-1,-9,2,1,12,-2,N#Cc1c(N)nc(SCC(=O)NCc2ccc3c(c2)OCO3)c(C#N)c1-c1cccs1
103,-14,9,-45,45,-8,-16,i,-3,-7,-4,O=C(Nc1ccccc1N1CCN(c2ccccc2)CC1)c1ccccc1
101,-2.7,-12,28,-28,-7,10,-18,2,0,-4,CC(NC(=O)Cc1ccc(F)cc1)c1ccccc1 (configuration not stated)
102,0.3,4,-16,16,4,1,-18,7,-17,2,Nc1sc2c(c1C(=O)NCCc1ccccc1)CCC2
97,1.2,-3,2,-2,-1,-2,.,-11,-2,.,CN1OC[C@@H]2CN(Cc3ccccc3)[C@H](c3cccc(Oc4ccccc4)c3)C[C@@H]21
117,-1.5,2,24,-24,5,-5,115,-1,-2,12,O=C(CCN1Cc2ccccc2C1)c1ccc2c(c1)OCCO2
.,-3.6,-4,-32,32,0,-26,-9,6,-9,0,COc1cc(NC(=O)CSc2ccc(-c3ccccn3)nn2)cc(OC)c1
99,-0.5,1,2,-2,-14,8,-16,-7,-1,0,COc1ccc(CNc2nc3ccccc3n2C(C)C)cc1
98,1.2,5,-22,22,11,-3,6,-10,-12,1,COc1ccc(-c2nnc(SCC(=O)NC3CCCc4ccccc43)n2N)cc1 (configuration not stated)
98,-0.3,0,-15,15,-11,5,.,30,0,3,Cc1cc(-c2ccc([N+](=O)[O-])cc2)cc(C)n1
104,-0.2,7,1,-1,9,-4,76,7,-8,3,CCC1CCCCN1C/C=C/c1ccccc1[N+](=O)[O-] (configuration not stated)
107,1.0,1,8,-8,-3,-19,0,-22,-5,-3,O=C(NCc1nc2ccccc2[nH]1)c1ccc(S(=O)(=O)N2CCCC2)cc1
115,-2.2,-5,0,0,-14,10,-11,-3,-6,-4,COc1cccc(N(C(=O)c2ccn[nH]2)C2(C(=O)Nc3c(C)cccc3C)CCCCC2)c1
93,-3.0,-2,17,-17,-5,-1,1,-1,1,1,Cn1cc(S(=O)(=O)NCC2CCCO2)c(=O)n(C)c1=O (configuration not stated)
99,-0.6,-7,-4,4,-3,-6,9,4,-1,-2,COc1ccc(CNC(=O)CCSCc2cccc(Cl)c2)cc1
110,-1.3,3,-52,52,-8,-69,-6,2,-26,.,CCOC(=O)c1c(NC(C)=O)sc2c(OCC(O)CNC(C)(C)C)c(Br)ccc12 (configuration not stated)
145,-4.4,1,-31,31,-3,.,240,20,-11,4,O=C(CNCc1ccncc1)Nc1cc(S(=O)(=O)N2CCCCC2)ccc1Cl
107,-0.3,-11,-49,49,-4,.,2,4,-1,0,O=C(Nc1ccc(Cc2ccncc2)cc1)c1ccc(Cl)c([N+](=O)[O-])c1
97,1.4,14,-21,21,11,-3,1,-12,-4,9,O=[N+]([O-])c1ccc(/C=C/c2ccc3ccccc3n2)cc1
.,2.1,-3,-23,23,-2,-7,7,-7,-3,-3,O=C(NCCc1ccccc1)C1CCC(Cn2c(=O)c3ccccc3n(Cc3cccc(F)c3)c2=O)CC1 (configuration not stated)
.,2.2,-13,-8,8,-6,8,5,-3,-7,4,O=C(CCCN1C(=O)/C(=C/c2cccs2)SC1=S)Nc1cccc(O)c1
98,1.3,0,3,-3,-5,-9,-18,28,-10,-4,CCCCn1c(N)c(N(Cc2ccccc2OC)C(=O)COc2ccccc2OC)c(=O)[nH]c1=O
85,-0.4,4,9,-9,-15,1,0,-4,1,-5,CCCCNc1nc(NC)nc(Cl)c1SC

4 compounds out of the list, arranged by length of the SMILES, ascending:
DSG3 Ab inh,CDK5 inh,PKA-R2B act,SR-BI uptake up,SR-BI HDL uptake,PKA-R1A act,MITF TRPM1 HTS,SUMO Mot1 rescue,Arrestin-AP2 inh,dFosB act,NSD2 inh,SMILES
99,-0.5,1,2,-2,-14,8,-16,-7,-1,0,COc1ccc(CNc2nc3ccccc3n2C(C)C)cc1
93,-3.0,-2,17,-17,-5,-1,1,-1,1,1,Cn1cc(S(=O)(=O)NCC2CCCO2)c(=O)n(C)c1=O (configuration not stated)
97,1.4,14,-21,21,11,-3,1,-12,-4,9,O=[N+]([O-])c1ccc(/C=C/c2ccc3ccccc3n2)cc1
.,2.2,-13,-8,8,-6,8,5,-3,-7,4,O=C(CCCN1C(=O)/C(=C/c2cccs2)SC1=S)Nc1cccc(O)c1
